TAAR1 antagonist = antagonists of human TAAR1. Q96RJ0. CHO RD-HGA16 TAAR1, Fluo-8 calcium fluorescence, antagonist. inhibition, % at 3 µM. actives 1.5% (n = 360,000). AID 624466;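 active means inhibition above a per-plate cutoff, the mean inhibition of test compounds on that plate plus 3 SD, cut at about 49% in these data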;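 further: 0% = DMSO plus EC80 beta-PEA response and 100% = DMSO alone without agonist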
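System: RD-HGA16 CHO cells with stable hTAAR1 and Gα16 | Probe or stimulus: EC80 β-phenethylamine stimulus | Dosing: 3 µM, single point | Times: Dye loading 75 min at 37 °C, then 30 min room temperature | Measured by: Fluo-8 calcium-sensitive fluorescence | Read-out basis: % inhibition of agonist calcium response | Replicates: n of 1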
OXTR potentiator = human OXTR potentiation; P30559; CHO-OTR cells, Fluo-8 calcium fluorescence, potentiator mode; 0% = oxytocin EC15, 100% = EC100; activation, % at 3 µM; actives 0.061% (n = 320,000);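 active means activation above that plate's cutoff, the mean activation of tested compounds plus 3 SD, cut at about 6.6% in these data, passing the limit was not always enough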;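 further: 100% uses oxytocin at 75 nM as the full agonist control; some results filed as inactive read as strong as hits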
Target sequence (P30559 whole entry, looked up): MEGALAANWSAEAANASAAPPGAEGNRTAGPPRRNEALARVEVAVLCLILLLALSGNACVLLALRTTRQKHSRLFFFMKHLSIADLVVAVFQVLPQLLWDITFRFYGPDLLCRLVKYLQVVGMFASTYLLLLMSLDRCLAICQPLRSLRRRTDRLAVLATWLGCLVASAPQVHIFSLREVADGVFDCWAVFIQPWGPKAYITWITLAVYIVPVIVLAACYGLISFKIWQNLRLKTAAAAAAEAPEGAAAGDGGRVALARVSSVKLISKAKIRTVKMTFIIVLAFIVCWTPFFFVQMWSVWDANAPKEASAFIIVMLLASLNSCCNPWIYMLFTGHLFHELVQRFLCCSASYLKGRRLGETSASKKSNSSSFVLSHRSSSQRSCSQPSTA
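Assay system: CHO cell line stably expressing human OTR | Also added: Oxytocin at about EC15, sub-maximal agonist stimulus | Times: Compound 6 min at room temperature before oxytocin, 100 s read | Measured by: Fluo-8 intracellular calcium fluorescence, ex 470-495, em 515-575 nm | Controls: EC15 oxytocin alone as 0%, 75 nM oxytocin as 100%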
M1 PAM parental = M1 PAM counterscreen hit in parental CHO-K1 cells. ATP EC20, Fluo-8 calcium fluorescence; 0% at ATP EC20, 100% at ATP max. activation, % at 3 µM. actives 0.02% (n = 360,000);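 active means activation above the run cutoff, the mean activation of all test compounds plus 3 SD, cut at about 40% in these data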;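 further: peak over basal fluorescence ratio in a 140 s read after ATP addition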
CHO-K1 Ca antag = counter-screen for M1 antagonists: effect in parental CHO-K1 cells. ATP-induced calcium, Fluo-8 fluorescence. inhibition, % at 3 µM. actives 0.6% (n = 360,000). AID 602250;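 active means inhibition above a per-plate cutoff, the plate's mean sample inhibition plus 3 SD, cut at about 24% in these data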;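 further: 0% = DMSO plus EC80 ATP and 100% = DMSO alone without ATP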
TAAR1 agonist = agonists of human TAAR1; Q96RJ0; CHO RD-HGA16 TAAR1, Fluo-8 calcium fluorescence; vehicle wells 0%, saturating PEA agonist 100%; activation, % at 3 µM; actives 0.99% (n = 360,000);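 active means activation above the mean activation of all test compounds in the run plus 3 SD, cut at about 38% in these data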
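System: CHO RD-HGA16 cells carrying human TAAR1 plus Gα16; Incubation: 17-24 h seeding, 75 min 37 °C dye, 30 min RT; Measured by: Fluo-8 fluorescence, 5 s baseline then 140 s kinetic read; Control set: DMSO and PEA EC100; Replication: single well for each compound.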
M1 ag = activates human CHRM1 receptor | P11229 | CHO-K1 hM1, Fluo-8 calcium fluorescence, agonist mode; 0% DMSO, 100% acetylcholine EC100 | activation, % at 3 µM | actives 0.33% (n = 360,000);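 active means activation above the run's mean compound activation plus 3 SD, cut at about 16% in these data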;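 further: peak over basal fluorescence ratio within a 140 s kinetic read after compound addition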
Target sequence (P11229 whole entry, looked up): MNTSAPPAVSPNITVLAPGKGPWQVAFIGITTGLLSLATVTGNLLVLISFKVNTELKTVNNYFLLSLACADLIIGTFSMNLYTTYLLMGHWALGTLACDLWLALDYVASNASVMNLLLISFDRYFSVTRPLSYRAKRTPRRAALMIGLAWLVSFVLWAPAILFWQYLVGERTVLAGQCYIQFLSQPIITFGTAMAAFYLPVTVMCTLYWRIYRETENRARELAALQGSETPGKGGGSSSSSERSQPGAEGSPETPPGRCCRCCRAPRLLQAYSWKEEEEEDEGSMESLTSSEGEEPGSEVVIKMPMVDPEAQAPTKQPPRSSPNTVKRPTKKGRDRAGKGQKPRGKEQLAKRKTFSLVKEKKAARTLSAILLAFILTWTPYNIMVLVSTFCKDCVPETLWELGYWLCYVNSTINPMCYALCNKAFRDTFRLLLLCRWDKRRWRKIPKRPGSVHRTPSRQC
M1 ag parental = counter-screen for M1 agonists: effect in parental CHO-K1 cells | Fluo-8 calcium fluorescence; scaled to maximal ATP response, vehicle zero | actives 0.48% (n = 360,000) | activation, % at 3 µM; in the data active means activation above about 15%;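 further: untransfected CHO-K1 host cells lacking M1 receptor as counterscreen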
M1 antag = blocks human M1 muscarinic receptor; P11229; CHO-K1 hM1, Fluo-8 calcium fluorescence, ACh EC80 antagonist; inhibition, % at 3 µM; actives 1.3% (n = 360,000);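 active means percent inhibition above its own plate's cutoff, namely the mean of that plate's compound wells plus 3 SD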;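 further: peak over basal fluorescence ratio during 140 s after agonist addition; 0% = ACh EC80 plus DMSO and 100% = DMSO alone without agonist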
CHO parental Ca = counter-screen: ATP calcium response change in parental CHO cells | AID 463079 | actives 0.63% (n = 330,000) | parental CHO-K1, ATP-induced calcium, Fluo-8 fluorescence | inhibition, % at 5.6 µM;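 active means inhibition above that plate's mean sample inhibition plus 3 SD, cut at about 26% in these data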;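 further: 0% = ATP-challenged DMSO wells and 100% = DMSO wells without ATP; some compounds past the cut are filed as inactive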
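Test system: parental CHO cells; detection: calcium-sensitive Fluo-8 fluorescence; evaluation: percent inhibition of calcium signal; also added: ATP as calcium-mobilizing challenge; repeats: one well per compound; control set: ATP-challenged DMSO wells low, unchallenged DMSO wells high; compound: single nominal dose of 5.6 µM per compound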
Starred values were filed as active, the others as inactive. This is a random part of the collection, and some 4.2% of all compounds hit somewhere here.

Results for CCCNC(=O)C1(C)CCCN(C(=O)c2ccc(C)c(F)c2)C1 (configuration not stated) ?
TAAR1 antagonist: -9; M1 PAM parental: 4; CHO-K1 Ca antag: -4; TAAR1 agonist: 3; M1 ag: -5; M1 ag parental: -0.1; M1 antag: -3

Results for COc1ccc(NC(=O)CN(C)C(=O)Cc2ccsc2)cc1 ?
TAAR1 antagonist: 3; OXTR potentiator: -11; M1 PAM parental: 3; CHO-K1 Ca antag: 1; TAAR1 agonist: 2; M1 ag: -2; M1 ag parental: 1.1; M1 antag: -12; CHO parental Ca: -5

Results for CCOc1ccc(OCC)c(NC(=O)CN(c2ccc(OC)cc2)S(=O)(=O)c2c(C)noc2C)c1 ?
TAAR1 antagonist: -21; OXTR potentiator: -6; M1 PAM parental: 8; CHO-K1 Ca antag: -8; TAAR1 agonist: -1; M1 ag: -4; M1 ag parental: 0.1; M1 antag: 6; CHO parental Ca: -2

How did COc1ccc(CCNC(=O)CS(=O)(=O)c2cn(CC(=O)N3CCOCC3)c3ccccc23)cc1OC do in these assays?
TAAR1 antagonist: 12; OXTR potentiator: -2; M1 PAM parental: -3; CHO-K1 Ca antag: -10; TAAR1 agonist: 0; M1 ag: -1; M1 ag parental: 0.9; M1 antag: -4; CHO parental Ca: -9

Results for Cc1ccccc1-c1n[nH]c(=S)n1/N=C/c1ccc(-c2ccccc2Br)o1 ?
TAAR1 antagonist: -22; M1 PAM parental: 8; CHO-K1 Ca antag: -14; TAAR1 agonist: 0; M1 ag: -5; M1 ag parental: -0.1; M1 antag: 3

Results for COc1ccc(N(C(=O)CNC(=O)c2cccs2)C(C(=O)NCC2CCCO2)c2ccc(OC)c(OC)c2)cc1 (configuration not stated) ?
TAAR1 antagonist: 23; OXTR potentiator: -5; M1 PAM parental: 3; CHO-K1 Ca antag: 1; TAAR1 agonist: 3; M1 ag: -10; M1 ag parental: -0.3; M1 antag: 3; CHO parental Ca: -3

Results for CC(C)c1ccc(N2C(=O)CC(NNC(=O)c3cccnc3)C2=O)cc1 (configuration not stated) ?
TAAR1 antagonist: -23; OXTR potentiator: -9; M1 PAM parental: -6; CHO-K1 Ca antag: 12; TAAR1 agonist: 1; M1 ag: 2; M1 ag parental: 8.9; M1 antag: 35; CHO parental Ca: -10

Results for NS(=O)(=O)c1ccc(S(=O)(=O)N2CCN(C3CCCC3)CC2)cc1 ?
TAAR1 antagonist: -2; OXTR potentiator: -10; M1 PAM parental: 1; CHO-K1 Ca antag: -10; TAAR1 agonist: 1; M1 ag: -3; M1 ag parental: 1.2; M1 antag: -11; CHO parental Ca: 4

Results for CCOC(=O)CN1C(=O)/C(=C/c2c(F)cccc2Cl)Oc2ccccc21 ?
TAAR1 antagonist: 19; OXTR potentiator: -9; M1 PAM parental: -18; CHO-K1 Ca antag: -15; TAAR1 agonist: -1; M1 ag: -5; M1 ag parental: -0.6; M1 antag: 1; CHO parental Ca: -6

Results for N#Cc1ccccc1CN1C(=O)c2ccccc2S1(=O)=O ?
TAAR1 antagonist: -6; OXTR potentiator: 0; M1 PAM parental: 7; CHO-K1 Ca antag: -7; TAAR1 agonist: 1; M1 ag: -2; M1 ag parental: 0.5; M1 antag: -7; CHO parental Ca: 0

Results for CN(CC(=O)N1CCN(C2CCCCC2)CC1)S(=O)(=O)c1cccc2nsnc12 ?
TAAR1 antagonist: 3; OXTR potentiator: 2; M1 PAM parental: -2; CHO-K1 Ca antag: 3; TAAR1 agonist: 0; M1 ag: -7; M1 ag parental: 0.2; M1 antag: 7; CHO parental Ca: -5

How did Cc1ccc(S(=O)(=O)N2C(=O)CCC2C(=O)NCc2ccco2)cc1 (configuration not stated) do in these assays?
TAAR1 antagonist: 10; OXTR potentiator: 0; M1 PAM parental: 17; CHO-K1 Ca antag: -3; TAAR1 agonist: 8; M1 ag: -1; M1 ag parental: -0.2; M1 antag: -5; CHO parental Ca: -2

How did O=C1c2ccccc2C(=O)N1CCn1ccnc1 do in these assays?
TAAR1 antagonist: 14; OXTR potentiator: -4; M1 PAM parental: -20; CHO-K1 Ca antag: 9; TAAR1 agonist: 1; M1 ag: -5; M1 ag parental: 0.1; M1 antag: 4; CHO parental Ca: -1

How did COc1ccccc1NC(=S)NC(NC(=O)C(C)C)C(Cl)(Cl)Cl (configuration not stated) do in these assays?
TAAR1 antagonist: 7; OXTR potentiator: 3; M1 PAM parental: -9; CHO-K1 Ca antag: 8; TAAR1 agonist: 5; M1 ag: -5; M1 ag parental: 0.3; M1 antag: 0; CHO parental Ca: -8

Results for O=c1cc(-c2ccccc2)nc(/C=C/c2ccccc2)[nH]1 ?
TAAR1 antagonist: 2; OXTR potentiator: -10; M1 PAM parental: 17; CHO-K1 Ca antag: -2; TAAR1 agonist: -1; M1 ag: 10; M1 ag parental: 17*; M1 antag: -6; CHO parental Ca: -7

What do the screens show for `CCCOc1cccc(C(=O)Nc2ccc(CN3CCOCC3)cc2)c1`?
TAAR1 antagonist: -4; M1 PAM parental: 23; CHO-K1 Ca antag: -8; TAAR1 agonist: 10; M1 ag: -8; M1 ag parental: 0.6; M1 antag: -26

What do the screens show for `Cc1ccc(C(C(=O)NC2CCCC2)N(C(=O)c2csnn2)c2cccc(F)c2)o1` (configuration not stated)?
TAAR1 antagonist: -15; OXTR potentiator: 3; M1 PAM parental: -2; CHO-K1 Ca antag: 10; TAAR1 agonist: 0; M1 ag: -3; M1 ag parental: 0.1; M1 antag: -5; CHO parental Ca: -9

How did COc1cccc(-c2nnc(SCc3nc4ccccc4s3)n2C)c1 do in these assays?
TAAR1 antagonist: -7; OXTR potentiator: -8; M1 PAM parental: 13; CHO-K1 Ca antag: -2; TAAR1 agonist: -1; M1 ag: -4; M1 ag parental: 1.0; M1 antag: -9; CHO parental Ca: -23

Results for Cc1ccc(C(=O)NCC(=O)OCC(=O)c2ccc(Cl)s2)cc1 ?
TAAR1 antagonist: -38; OXTR potentiator: 8; M1 PAM parental: 14; CHO-K1 Ca antag: -5; TAAR1 agonist: 2; M1 ag: -4; M1 ag parental: 0.0; M1 antag: -6; CHO parental Ca: -11

What do the screens show for `COc1cccc(/C=C(/C(=O)OCC(=O)NCC2CCCO2)c2ccccc2)c1` (configuration not stated)?
TAAR1 antagonist: 0; OXTR potentiator: -8; M1 PAM parental: 22; CHO-K1 Ca antag: -15; TAAR1 agonist: 7; M1 ag: -8; M1 ag parental: 4.1; M1 antag: 2; CHO parental Ca: -4

2 compounds drawn at random from those above, as already listed:
How did Cc1ccc(S(=O)(=O)N2C(=O)CCC2C(=O)NCc2ccco2)cc1 (configuration not stated) do in these assays?
TAAR1 antagonist: 10; OXTR potentiator: 0; M1 PAM parental: 17; CHO-K1 Ca antag: -3; TAAR1 agonist: 8; M1 ag: -1; M1 ag parental: -0.2; M1 antag: -5; CHO parental Ca: -2

How did COc1cccc(-c2nnc(SCc3nc4ccccc4s3)n2C)c1 do in these assays?
TAAR1 antagonist: -7; OXTR potentiator: -8; M1 PAM parental: 13; CHO-K1 Ca antag: -2; TAAR1 agonist: -1; M1 ag: -4; M1 ag parental: 1.0; M1 antag: -9; CHO parental Ca: -23

(cont.)
What do the screens show for `CN(C)S(=O)(=O)c1ccc(C(=O)Nc2cc(=O)n(C)c(=O)n2C)cc1`?
TAAR1 antagonist: -2; OXTR potentiator: -4; M1 PAM parental: 23; CHO-K1 Ca antag: -9; TAAR1 agonist: 5; M1 ag: -5; M1 ag parental: 0.9; M1 antag: -6; CHO parental Ca: -11

How did Fc1cccc(-c2oncc2-c2nnnn2-c2ccc(Cl)cc2)c1 do in these assays?
TAAR1 antagonist: 0; OXTR potentiator: -15; M1 PAM parental: 13; CHO-K1 Ca antag: -8; TAAR1 agonist: 9; M1 ag: -5; M1 ag parental: 0.2; M1 antag: 0; CHO parental Ca: -23

How did O=C(Nc1ccc(N2CCCCC2)c(S(=O)(=O)Nc2ccccc2Cl)c1)c1cccnc1 do in these assays?
TAAR1 antagonist: -2; OXTR potentiator: -7; M1 PAM parental: 19; CHO-K1 Ca antag: -22; TAAR1 agonist: 0; M1 ag: -3; M1 ag parental: 1.2; M1 antag: -11; CHO parental Ca: -6

Results for COc1ccc(NC(=O)C2(C)CCN2Cc2ccc(OC(C)C)cc2)cc1OC (configuration not stated) ?
TAAR1 antagonist: -19; M1 PAM parental: 7; CHO-K1 Ca antag: 5; TAAR1 agonist: 3; M1 ag: -5; M1 ag parental: 0.0; M1 antag: -15

What do the screens show for `Cc1ccc(N(C)S(=O)(=O)c2c(C)[nH]c(C)c2C(=O)N2CCCC2)cc1`?
TAAR1 antagonist: -13; OXTR potentiator: 0; M1 PAM parental: 3; CHO-K1 Ca antag: 1; TAAR1 agonist: 0; M1 ag: 2; M1 ag parental: 7.5; M1 antag: 7; CHO parental Ca: -6

Results for COc1ccccc1S(=O)(=O)CC(O)COc1ccccc1Cl (configuration not stated) ?
TAAR1 antagonist: -7; OXTR potentiator: -8; M1 PAM parental: 16; CHO-K1 Ca antag: -13; TAAR1 agonist: 1; M1 ag: -1; M1 ag parental: 3.7; M1 antag: -8; CHO parental Ca: -7

How did CCN1C(=O)CSC1=Nc1ccc(C(=O)OC)cc1 do in these assays?
TAAR1 antagonist: -5; M1 PAM parental: 5; CHO-K1 Ca antag: -12; TAAR1 agonist: 1; M1 ag: 0; M1 ag parental: 0.8; M1 antag: -7

How did O=c1[nH]nc(-c2ccc(OCc3ccc(Cl)cc3Cl)cc2)o1 do in these assays?
TAAR1 antagonist: 0; OXTR potentiator: -3; M1 PAM parental: 7; CHO-K1 Ca antag: -1; TAAR1 agonist: -2; M1 ag: -1; M1 ag parental: 0.3; M1 antag: -18; CHO parental Ca: -2

Results for Cc1cc(CNC(=S)Nc2ccc(Br)cc2Cl)nn1C ?
TAAR1 antagonist: 4; OXTR potentiator: -12; M1 PAM parental: 4; CHO-K1 Ca antag: -7; TAAR1 agonist: 8; M1 ag: -1; M1 ag parental: 3.4; M1 antag: -5; CHO parental Ca: 0

What do the screens show for `O=C(NCC1(O)CCCCC1)C1CCC(=O)N(Cc2ccccc2F)C1` (configuration not stated)?
TAAR1 antagonist: -17; OXTR potentiator: 1; M1 PAM parental: -1; CHO-K1 Ca antag: -1; TAAR1 agonist: 5; M1 ag: 0; M1 ag parental: 1.1; M1 antag: -20; CHO parental Ca: -3

From PubChem BioAssay
